Compound activity deposited in PubChem BioAssay by several laboratories.
GSK3B inh: inhibitors of human GSK3beta kinase | AID 2097 | hit rate 0.038% among 300,000 | activity score (negative = inhibition), % at 10 µM | GST-GSK3beta kinase, ADP-Glo luminescence, 60 min; active compounds read low | P49841;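 active = more than half of replicate wells score below -50%, meaning over 50% inhibition versus plate controls; inconclusive = some replicates but at most half score below -50%; inactive = no replicate scores below -50%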;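 also: 0% = median DMSO wells and -100% = median GW8510 positive control wells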
Target sequence (P49841 whole entry, looked up): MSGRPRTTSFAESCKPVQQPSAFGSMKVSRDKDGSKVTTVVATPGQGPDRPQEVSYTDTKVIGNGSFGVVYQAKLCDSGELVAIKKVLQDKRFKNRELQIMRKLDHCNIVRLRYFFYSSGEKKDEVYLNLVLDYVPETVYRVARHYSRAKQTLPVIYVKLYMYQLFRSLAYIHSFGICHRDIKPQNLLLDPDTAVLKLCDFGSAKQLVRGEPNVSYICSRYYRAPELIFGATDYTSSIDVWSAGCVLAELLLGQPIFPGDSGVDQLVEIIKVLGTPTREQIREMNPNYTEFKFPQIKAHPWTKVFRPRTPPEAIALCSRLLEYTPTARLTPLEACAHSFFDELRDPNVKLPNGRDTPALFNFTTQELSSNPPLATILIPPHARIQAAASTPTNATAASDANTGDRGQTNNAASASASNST
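Assay system: GST-tagged human GSK3beta kinase, cell-free; Input: 1.6 ng GSK3beta; Medium: Tris/MgCl2 kinase buffer; Timing: 60 min enzyme reaction, room temperature; Signal: ADP-Glo luminescence quantifying ADP generated by kinase; Evaluation: score relative to plate controls; Benchmarks: DMSO neutral wells and GW8510 at 20 µM as positive.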
PolyA inhibitor: yeast polyadenylation inhibition; S. cerevisiae SKY197-pL101 polyadenylation reporter, beta-gal luminescence; efflux-impaired pdr1/pdr3 knockout yeast; score 100 = 6 SD above DMSO; calls only at 12 µM; hit rate 0.02% among 300,000; AID 1875;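 active = lowest replicate activity score at least 50, where 100 means six control SD above control mean; inconclusive = lowest score under 50 but half or more replicates reach 50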;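 also: yeast exposed to compound for 9 h at 30 °C; higher score means more reporter readthrough which indicates perturbed polyadenylation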
AI-2 QS mod: modulators of Vibrio harveyi AI-2 quorum sensing system; Vibrio harveyi JMH597 AI-2 luminescence/OD600 ratio, 9 h; active compounds read low; strain lacks LuxN and CqsS sensors; 0 = neutral-control median; activity change, % at 7.5 µM; hit rate 0.4% among 300,000; in the data active = activity change below about -75%, passing the limit was not always enough; inconclusive = no clear call, values can overlap the other calls;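 also: luminescence divided by OD600 gain over 9 h not by final OD600 alone; inactives centre near 13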
IEC-6 tox: IEC-6 cytotoxicity, counter-screen for KLF5 inhibitors; luminescence viability; inhibition, % at 5 µM; hit rate 0.78% among 290,000; AID 1825; in the data active = inhibition above about 22%;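 also: 0% = plate median of test compound wells and 100% = cytotoxic reference compound wells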
KLF5 inh: kruppel-like factor 5 inhibition | DLD-1 KLF5 promoter-luciferase reporter, luminescence | inhibition, % at 5 µM | hit rate 0.23% among 290,000;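 active = inhibition above a per-plate limit of that plate's mean compound inhibition plus 3 SD, cut at about 60% in these data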;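 also: 0% = DMSO wells and 100% = LY294002 at 200 µM; higher means less KLF5 promoter-driven luciferase light; inactives centre near -14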
aSyn 5UTR inh: MLPCN primary screen, SNCA 5' untranslated region. hit rate 0.82% among 300,000. AID 1813. inhibition, % (tested at 7.5 µM). alpha-synuclein 5'UTR reporter, inhibitor activity; in the data active = inhibition above about 60%; inconclusive = no clear call, values can overlap the other calls;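 also: H4 neuroglioblastoma cells stably carrying SNCA 5'UTR luciferase fusion; 0% = DMSO wells and 100% = positive control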
GSK3 alpha inh: human GSK-3 alpha kinase inhibition; ADP-Glo luminescence, 60 min; inhibition, % at 10 µM; hit rate 0.1% among 320,000; AID 2650;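 in the data active = inhibition above about 50%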;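 also: GST-tagged GSK-3 alpha with peptide substrate and 25 µM ATP; 0% = DMSO neutral wells and 100% = GW8510 positive control wells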
Target sequence (P49840 whole entry, looked up): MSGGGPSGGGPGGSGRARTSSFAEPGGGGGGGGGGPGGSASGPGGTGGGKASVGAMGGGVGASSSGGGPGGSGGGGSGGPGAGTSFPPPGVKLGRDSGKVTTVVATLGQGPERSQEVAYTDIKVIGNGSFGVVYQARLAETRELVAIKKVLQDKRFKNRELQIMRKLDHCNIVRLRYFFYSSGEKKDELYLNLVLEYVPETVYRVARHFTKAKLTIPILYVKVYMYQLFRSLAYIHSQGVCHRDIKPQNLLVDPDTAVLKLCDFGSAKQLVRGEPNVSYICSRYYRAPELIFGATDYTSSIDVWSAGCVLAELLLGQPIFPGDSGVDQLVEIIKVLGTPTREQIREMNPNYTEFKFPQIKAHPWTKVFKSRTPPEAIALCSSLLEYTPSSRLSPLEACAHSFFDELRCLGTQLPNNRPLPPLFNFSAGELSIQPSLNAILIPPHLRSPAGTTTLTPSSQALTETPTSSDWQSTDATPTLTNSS
HSF1 inhib: HSF1 inhibition; NIH3T3-HGL HSE-luciferase, MG132-induced, luminescence 8 h; active compounds read low; activity change, negative = inhibition, % at 7.5 µM (by protocol); hit rate 0.77% among 300,000;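 active = more than half of replicate wells show activity change below -50%, luminescence cut by over half; inconclusive = some wells, but at most half, below -50%; inactive = no replicate well below -50%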;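 also: luciferase reports HSF-1 transcriptional activity via heat shock element; 0% = median of DMSO wells and -100% = zero luminescence signal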
HSF-1 act: increases HSF-1 driven luciferase reporter signal; NIH3T3-HGL HSF-1 luciferase reporter, MG132, 8 h; 100% = twice DMSO control signal; activation, % at 9 µM; hit rate 1.7% among 300,000;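 active = mean replicate activation of at least 50% with a set share of replicates each reaching 50%; inconclusive = only one of those two conditions met; inactive = mean below 50% and too few replicates reaching it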;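 also: 0% = median of the neutral control wells and 100% = twice that signal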
HSP90 refold inh: blocks HSP90-mediated luciferase refolding in reticulocyte lysate | hit rate 0.91% among 290,000 | AID 1789 | inhibition, % at 5.6 µM | Rabbit reticulocyte lysate, luciferase refolding luminescence, 3 h;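 active = inhibition above the screen-wide mean plus 3 SD, computed separately per campaign, cut at about 16% in these data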;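 also: 0% = DMSO wells and 100% = 60 µM geldanamycin wells; inhibitors lower the luminescence because luciferase stays unfolded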
Active calls of the source: *; i = inactive; ? = inconclusive; · = not tested or not shown.

SMILES	GSK3B inh	PolyA inhibitor	AI-2 QS mod	IEC-6 tox	KLF5 inh	aSyn 5UTR inh	GSK3 alpha inh	HSF1 inhib	HSF-1 act	HSP90 refold inh
Fc1ccc(/C=N/NC(=S)Nc2ccc(Cl)cc2)cc1F	8	i	-12	-4	-100	-132	0	34	56*	-7
COc1ccc(NC(=O)CN(C)S(=O)(=O)c2ccc(Cl)cc2)c([N+](=O)[O-])c1	-1	i	27	0	-22	9	2	1	9	-6
Cc1cccc(NC(=O)C(CCC(N)=O)NC(=O)OCc2ccccc2)c1 (stereo unspecified)	-1	i	9	-2	-23	-3	1	5	1	-2
COc1ccc(CCNC(=O)CN(C)S(=O)(=O)c2cccc3nsnc23)cc1OC	0	i	31	4	-3	27	0	0	-2	3
C[C@@H](NC(=O)OC(C)(C)C)c1nnc(S(=O)(=O)Cc2ccccc2)o1	2	i	?	8	-26	22	11	23	20	-5
Cc1ccc(C(=O)NCCN2CCOCC2)cc1C	0	i	30	1	-5	-7	-3	0	6	-5
Cc1c(NS(=O)(=O)c2ccc(NC(=O)CCC(=O)O)cc2)c(=O)n(-c2ccccc2)n1C	3	i	-4	-4	-16	-1	2	31	?	6
Cn1nc(C(F)(F)F)c2cc(NC(=O)OCC(C)(C)C)sc21	-4	i	25	-3	-21	1	2	1	14	-3
O=C(Nc1cnn(Cc2ccc(F)cc2)c1)c1cc(-c2cccs2)on1	-1	i	1	3	-10	7	-3	-6	-10	5
COc1ccc(C(=O)Nc2nc3ccc(S(C)(=O)=O)cc3s2)cc1	0	i	19	-4	-21	-5	0	-1	7	-2
CCOC(=O)C(C)N1C(=O)S/C(=C/c2cc(C)n(-c3ccncc3)c2C)C1=O (stereo unspecified)	-3	i	21	5	-7	-38	·	22	42	1
C=CCn1c(CNS(=O)(=O)c2ccc(Cl)cc2)n[nH]c1=S	-1	i	1	-1	-18	-24	4	-5	-12	-3
O=C(O)COc1ccccc1/C=C1\SC(=S)N(NC(=O)c2ccccc2O)C1=O	2	i	18	·	·	9	·	-4	-4	·
Cc1onc(-c2c(F)cccc2Cl)c1C(=O)N1CCCc2ccccc21	-6	i	18	1	4	-9	-2	-2	-5	2
Cc1ccc2nc(SCC(=O)c3ccc(Cl)cc3)nc(=O)n2c1	0	i	7	·	·	-30	0	4	-7	·
COc1ccccc1Nc1ncnc2c1cnn2-c1cccc(C)c1	-3	i	25	-4	-21	-84	-2	7	24	5
Cc1cc2ncc(C(N)=O)cn2n1	0	i	10	1	-26	9	0	0	-10	0
COc1ccc(N(C(=O)Cn2nnc(-c3ccc(C)o3)n2)C(C(=O)NC2CCCC2)c2ccncc2)cc1 (stereo unspecified)	0	i	28	-4	-18	5	1	3	-4	0
COC(=O)c1ccc(C)c(N(CCO)CCO)c1	3	i	14	4	-10	·	-1	·	·	0
O=C(COc1ccc(S(=O)(=O)N2CCCC2)cc1)Nc1ccc(F)cc1	-2	i	-25	-4	-24	-14	-1	1	-9	-6
COCCn1c(SCC(=O)Nc2ccc(C)cc2C)nc2c(oc3ccccc32)c1=O	2	i	38	0	-16	10	-2	-3	4	-5
CC(Oc1cccc(Cl)c1)C(=O)Nc1cc(S(=O)(=O)N2CCOCC2)ccc1N1CCCCC1 (stereo unspecified)	2	i	26	·	·	9	0	14	27	·
COc1cccc(C(=O)C2CCCN(Cc3cccn3-c3cccnc3)C2)c1 (stereo unspecified)	3	i	22	0	-5	27	-1	3	2	2
CCOC(=O)c1[nH]c(CSc2nnc(-c3ccc(OC)cc3)o2)c(C(=O)OCC)c1C	-2	i	58	-1	-29	0	-2	-46	-52	1
O=C(NCc1ccccc1Cl)c1ccc(NC2=NC3CS(=O)(=O)CC3S2)cc1 (stereo unspecified)	3	i	22	-6	-20	-7	0	-6	1	-5
O=C(CSc1nc2ccc([N+](=O)[O-])cc2s1)NC1CCS(=O)(=O)C1 (stereo unspecified)	-3	i	24	9	6	-16	-1	-6	-23	-1
COc1ccc(/C=N/NC(=O)CN(c2ccc(OC)cc2)S(=O)(=O)c2ccccc2)cc1	0	i	9	-12	8	-4	3	-4	10	1
CC(C)N(C(=O)Cn1cc(S(=O)(=O)CC(=O)NCc2ccccc2)c2ccccc21)C(C)C	-2	i	20	2	8	4	-1	-1	5	-5
Cc1cc(C(=O)CSc2nnc3c(Cl)cc(Cl)cn23)c(C)n1C	-4	i	20	2	-24	6	4	-5	6	0
CCCNS(=O)(=O)c1ccc(OCC(=O)N2CCCC2)cc1	0	i	25	-6	-13	-3	10	-3	-9	-2
CC1CCCC(NC(=O)COC(=O)CN2C(=O)C3CCCCC3C2=O)C1C (stereo unspecified)	1	i	5	-3	-13	-25	-1	5	0	-2
C=CCc1ccc(OCCn2nnc3ccccc32)c(OC)c1	0	i	-1	7	-175	-248	-4	10	12	1
COc1ccc(C(=O)Nc2ccccc2)cc1NC(=O)c1cccs1	-1	i	17	-1	-41	-1	-3	-3	12	-5
COc1ccc(N(CC(=O)NCCSCc2ccco2)S(=O)(=O)c2ccc(C)cc2)cc1	2	i	8	-6	-5	2	-1	4	1	1
Cn1nnnc1Sc1ccc(C(=O)O)cc1[N+](=O)[O-]	0	i	13	-2	-11	1	0	-4	-8	-1
Cc1nc2ccc(C(=O)O)cc2[nH]1	-4	i	21	-5	-38	11	-1	-13	18	31*
CCOc1ccc(-n2c(SCC(=O)Nc3ccc(CC)cc3)nc3n[nH]c(C)c3c2=N)cc1	-1	i	9	-2	-22	14	·	-46	-45	-3
COc1ccccc1NC(=O)COC(=O)C1CC1	3	i	14	-1	-2	12	-1	-6	-2	4
CN(c1ccccc1)S(=O)(=O)c1cccc(C(=O)OCC(=O)Nc2ccc3[nH]c(=O)[nH]c3c2)c1	-1	i	29	·	·	4	-1	-11	-1	·
Cc1cccc(/N=C/C2=C(O)CC(C)(C)CC2=O)n1	-1	i	16	-4	-21	-7	12	8	15	1
C[C@H](NC(N)=O)C(=O)OCC(=O)Nc1ccc(OC(F)F)cc1	1	i	31	0	-13	2	-3	1	25	-1
Cc1ccc(NCc2ccc(Cl)nc2)c(NCc2ccc(Cl)nc2)c1	1	i	14	-5	2	7	0	0	-4	-1
Cc1cccc(C)c1OCC(=O)Nc1oc(-c2ccccc2)c(-c2ccccc2)c1C#N	4	i	27	0	-1	-13	-2	-6	0	-1
COc1cc(NC(=O)c2ccc(Cl)cc2)c(OC)cc1Cl	-1	i	11	-4	-1	-40	-1	6	4	5
O=C(O)CCn1c(=O)sc2ccccc21	4	i	34	-3	-18	9	0	-3	-5	-2
O=C(NNC(=S)NCc1ccccc1)c1ccccc1OC(F)F	0	i	14	7	17	20	-2	-2	-9	-3
CCOc1ccc(-n2nnc3c(=O)n(C/C=C/c4ccccc4)cnc32)cc1	0	i	20	-2	2	14	0	2	9	-4
Cc1ccc2nc(N3CCN(c4cccc(C)c4C)CC3)c3nnnn3c2c1	-1	i	-2	11	-9	25	-1	-6	-1	2
Cn1ncc(Cl)c1C(=O)NCc1ccc2c(c1)OCO2	1	i	25	0	7	3	-1	5	-7	-5
CCN1CCCC1CNC(=O)c1c(O)c2c([nH]c1=O)CCCC2 (stereo unspecified)	-3	i	-1	-7	-5	1	1	1	-7	-5
Next section:
SMILES	GSK3B inh	PolyA inhibitor	AI-2 QS mod	IEC-6 tox	KLF5 inh	aSyn 5UTR inh	GSK3 alpha inh	HSF1 inhib	HSF-1 act	HSP90 refold inh
c1csc(-c2cnc3ccccc3n2)c1	1	i	14	-4	-48	-108	0	11	53*	-3
Cc1ccc(-c2cc3nc(C)cc(C)n3n2)cc1	1	i	-11	10	-14	-109	-2	3	12	1
Cc1csc(NC(=O)C2CCCN(S(=O)(=O)c3cnc[nH]3)C2)n1 (stereo unspecified)	2	i	25	-2	-46	-10	3	-1	6	-1
CC(=NCc1ccco1)C1=C(O)c2ccccc2C1=O	3	i	11	8	-45	-31	1	44	106*	-1
COc1ccc(-c2nc3ccccc3c(=O)n2O)cc1	-2	i	17	7	-6	-24	1	0	15	1
CCC(C)NC(=O)c1cc(Cl)ccc1OC (stereo unspecified)	4	i	5	3	-35	-20	0	1	-8	5
O=C1CC(c2cc(-c3ccccc3)no2)C1	-1	i	13	1	-103	-99	-1	8	22	-7
CC1(C)CC(=O)C(C=NCC2CCN(C(=O)Nc3ccc(Cl)c(Cl)c3)CC2)=C(O)C1	0	i	7	0	-3	-44	-3	-2	-7	-1
CCCCOC(=O)CSc1nc2c(cc1C#N)C(=O)CC(C)(C)C2	-2	i	19	-3	0	-133	1	8	14	-2
Cc1csc(NC(=O)CSc2nnc(-c3cccnc3)o2)n1	-1	i	12	5	-90	-101	0	-6	4	6
N#C/C(=C\c1cccnc1)C(=O)Nc1ccc(O)cc1F	-1	i	24	-2	-12	7	0	4	18	-3
O=C1NC[C@H](Cc2ccc(O)cc2)N(CCc2cccc3ccccc23)C1=O	-2	i	27	·	·	-11	1	-3	-12	·
C/C=C/c1ccc(OCC(=O)OCc2csc(CC(=O)Nc3ccccc3C)n2)c(OC)c1	1	i	30	-6	-38	5	0	-11	18	3
O=C(Cn1ccnc1[N+](=O)[O-])NCc1ccccc1	2	i	20	·	·	-10	-2	2	-3	·
CC1(C)CC(NCc2cccc([N+](=O)[O-])c2)CC(C)(C)N1	-4	i	-2	5	-47	-24	-1	-3	-12	1
O=C(Nc1ccccc1Br)C1CC(=O)N(c2ccc3c(c2)OCCO3)C1 (stereo unspecified)	4	i	-6	·	·	-7	-2	-2	4	·
Nc1nc(N2C(=O)C3CC=CCC3C2=O)nn1-c1ccccc1 (stereo unspecified)	0	i	13	6	13	10	-4	4	15	0
Cc1ccc(-n2c(C)nnc2SCC(=O)N2CCOCC2)cc1	·	i	·	6	-2	4	-3	6	3	-3
COc1ccc(-n2c(C)c(C(C)=O)c3cc(OC(C)=O)ccc32)cc1	4	i	5	-9	-8	30	-2	-45	-55	-6
CC(=O)c1ccc(OCc2cc(C(=O)N(C)Cc3ccon3)no2)cc1	3	i	30	-5	-21	0	0	-1	9	-6
Clc1ccc(-c2nnc(CSc3nnc(-c4cccs4)n3Cc3ccccc3)o2)cc1	2	i	18	-2	-10	-13	-2	-5	24	5
CC1CCCCN1CCCNC(=O)c1ccc2c(=O)n(CCc3ccccc3)c(=O)[nH]c2c1 (stereo unspecified)	3	i	3	2	-33	-14	2	-4	5	1
Cc1nn(-c2ccccc2)c(Cl)c1C(=O)N(C)c1nc(-c2ccc(F)cc2)cs1	2	i	14	4	-21	2	-1	2	6	-2
COc1ccc(-c2cc(C(=O)NC3CCCCC3)no2)cc1OC	-2	i	12	-4	0	-6	-1	-9	-4	-1

Not all compounds are listed; count on the stated rates, not on these rows.
